# Bioassay records deposited in PubChem by The Scripps Research Institute Molecular Screening Center.
# rat GALR2 agon: agonists of rat galanin receptor 2 (GALR2); cell-based GALR2 agonist screen; activation, % at 10 µM; actives 0.5% (n = 16,000); AID 833; in the data active = activation above about 15%
# Target sequence (O08726 whole entry, looked up): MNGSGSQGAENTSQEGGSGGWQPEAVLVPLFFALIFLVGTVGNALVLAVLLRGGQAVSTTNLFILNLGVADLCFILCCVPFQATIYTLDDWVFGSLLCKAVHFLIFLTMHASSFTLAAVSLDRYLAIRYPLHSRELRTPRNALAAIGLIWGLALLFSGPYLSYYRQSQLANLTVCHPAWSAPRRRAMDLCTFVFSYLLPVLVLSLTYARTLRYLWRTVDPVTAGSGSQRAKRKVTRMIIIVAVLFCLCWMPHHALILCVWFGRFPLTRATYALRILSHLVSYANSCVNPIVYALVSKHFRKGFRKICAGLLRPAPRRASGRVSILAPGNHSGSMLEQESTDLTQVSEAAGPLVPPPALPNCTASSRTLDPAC
# Luminol counter: counter-screen for Nox1 inhibitors: inhibitors of luminol chemiluminescence | actives 0.4% (n = 16,000) | inhibition, % at 6.7 µM | AID 1823 | HRP/luminol/H2O2 chemiluminescence counterscreen; note: reference of the scale not given here
# OPRK1 antag MB: blocks the human kappa opioid receptor, Maybridge compounds | OPRK1 cells, antagonist mode, fluorescence readout | inhibition, % at 9 µM | actives 0.4% (n = 16,000) | AID 652031; in the data active = inhibition above about 50%
# S1P1 ag: activates the human S1P1 receptor; S1P1 agonist cell-based reporter assay; actives 1.5% (n = 16,000); AID 1044; activation, % at 4.5 µM; in the data active = activation above about 80%
# NOTCH agonist: NOTCH pathway agonism; NOTCH signaling luciferase reporter cells, luminescence; activation, % at 2.5 µM; actives 0.4% (n = 15,000); AID 434982; in the data active = activation above about 2.2%
# Nox1 inh: human Nox1 inhibition | HT29 cells, luminol chemiluminescence ROS | actives 0.81% (n = 16,000) | inhibition, % at 6.7 µM | AID 1792 | Q9Y5S8
# Target sequence (Q9Y5S8 whole entry, looked up): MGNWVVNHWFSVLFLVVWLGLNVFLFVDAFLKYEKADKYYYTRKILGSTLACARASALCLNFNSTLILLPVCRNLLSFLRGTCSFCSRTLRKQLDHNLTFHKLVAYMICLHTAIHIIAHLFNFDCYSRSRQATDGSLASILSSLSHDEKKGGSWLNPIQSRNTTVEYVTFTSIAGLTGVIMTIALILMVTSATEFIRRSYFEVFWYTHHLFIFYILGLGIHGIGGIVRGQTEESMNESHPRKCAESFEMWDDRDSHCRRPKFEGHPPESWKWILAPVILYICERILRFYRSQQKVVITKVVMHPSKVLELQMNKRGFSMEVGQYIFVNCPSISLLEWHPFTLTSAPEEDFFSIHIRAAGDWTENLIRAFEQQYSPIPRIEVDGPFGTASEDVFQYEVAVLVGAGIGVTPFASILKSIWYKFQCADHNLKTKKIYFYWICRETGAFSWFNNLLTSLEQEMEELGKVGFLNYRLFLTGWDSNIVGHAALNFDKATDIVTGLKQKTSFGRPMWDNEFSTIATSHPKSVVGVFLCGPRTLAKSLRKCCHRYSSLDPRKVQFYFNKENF
# TLR4-MyD88 inh: blocks binding of human TLR4 to MyD88; AID 811; actives 0.06% (n = 16,000); O00206; Cell-based TLR4-MyD88 binding inhibition assay; inhibition, % at 10 µM; in the data active = inhibition above about 45%
# PME-1 Maybridge: inhibitors of human PME-1 in Maybridge library; AID 2291; inhibition, % at 9 µM; recombinant PME-1, FP-Rh probe fluorescence polarization; actives 0.5% (n = 16,000); Q9Y570; in the data active = inhibition above about 30%
# The depositor's hits bear a star; · = no result given. Cut-off read from the data, not from the text of the source, unless noted: active = inhibition above about 75%; inactive = the rest.
SMILES,rat GALR2 agon,Luminol counter,OPRK1 antag MB,S1P1 ag,NOTCH agonist,Nox1 inh,TLR4-MyD88 inh,PME-1 Maybridge
O=C(Nc1ccc(N2CCOCC2)c(Cl)c1)c1ccccc1,-5,-4,11,26,-0.7,13,-8,3
Cc1c(CC(=S)N2CCOCC2)sc2ccc(Cl)cc12,-4,-5,-8,9,0.9,11,-4,10
O=C(c1ccccc1)c1ccccc1NC(=O)C1CCCN1Cc1ccccc1 (stereo unspecified),-10,-2,-4,-7,-0.5,8,-12,3
CC(C)(C)OC(=O)CC(NC(=O)OCc1ccccc1)C(N)=O (stereo unspecified),-2,-5,10,6,0.3,5,4,1
O=C(ONC(=O)c1ccco1)c1ccc(Cl)cc1,-7,-2,-2,-17,1.1,-17,2,4
O/N=C/c1ccc(F)c(Cl)c1,-9,-1,-6,-1,0.4,-28,3,3
Cn1nc(C(C)(C)C)cc1C(=O)O/N=C(\N)c1ccccc1,-1,-8,9,72,-0.1,4,-13,0
O=C(Nc1ccccc1)N1CCCC1c1cccs1 (stereo unspecified),-6,2,-6,8,-0.5,-58,4,1
O=C(NCC(c1ccc[nH]1)C(F)(F)F)Nc1ccccc1 (stereo unspecified),-7,2,-10,7,-0.1,-32,12,-1
CCOC(=N)c1cccc(C(F)(F)F)c1,-3,-5,-8,-29,-0.1,7,-1,5
CC(C)Sc1c(Cl)cccc1NC(=O)c1ccc(Cl)cc1,-3,3,-13,-17,0.5,-54,-3,-6
C/C(=N\O)C(C)(C)Nc1ccc2c(c1)OCO2,-4,5,10,14,-0.6,20,5,-1
COCCCn1c(-c2ccc(C(C)(C)C)cc2)n[nH]c1=S,-3,6,16,15,-0.3,-17,-6,3
CC(C)NC(=O)c1ccccc1-c1ccccc1C(=O)NC(C)C,-6,1,-3,-6,-0.5,-58,10,-2
CC(C)(C)c1ccc(Oc2ccc(NC(=O)c3ccco3)cn2)cc1,-3,-6,11,38,0.1,26,0,3

# At a glance, some entries already given.
SMILES,rat GALR2 agon,Luminol counter,OPRK1 antag MB,S1P1 ag,NOTCH agonist,Nox1 inh,TLR4-MyD88 inh,PME-1 Maybridge
O=C(Nc1ccc(N2CCOCC2)c(Cl)c1)c1ccccc1,-5,-4,11,26,-0.7,13,-8,3
Cc1c(CC(=S)N2CCOCC2)sc2ccc(Cl)cc12,-4,-5,-8,9,0.9,11,-4,10
O=C(c1ccccc1)c1ccccc1NC(=O)C1CCCN1Cc1ccccc1 (stereo unspecified),-10,-2,-4,-7,-0.5,8,-12,3
CC(C)(C)OC(=O)CC(NC(=O)OCc1ccccc1)C(N)=O (stereo unspecified),-2,-5,10,6,0.3,5,4,1

# Next section.
SMILES,rat GALR2 agon,Luminol counter,OPRK1 antag MB,S1P1 ag,NOTCH agonist,Nox1 inh,TLR4-MyD88 inh,PME-1 Maybridge
CCOC(CC(C(=O)N(C)C)(c1ccccc1)c1ccccc1)OCC,-4,2,2,3,-0.6,-38,-3,-1
O=C1c2cccnc2C(=O)N1c1ccc(Br)cc1OC(F)(F)F,-2,-5,-10,1,0.0,-4,0,4
Cc1c(-c2ccnc(-c3ccccc3)n2)sc2nc(C(F)(F)F)nn12,-7,-4,1,-11,0.0,-12,-2,-1
O=C(Nc1ccc(Cl)cc1)OCCSCCS(=O)(=O)c1ccc(Cl)cc1,-4,-1,3,-3,-0.4,-19,8,0
N#CC(Sc1ccccc1)c1ccccc1 (stereo unspecified),-8,-1,2,-1,-1.6,-12,-2,-3
O=C(Nc1ccc2c(c1)C(=O)c1ccccc1C2=O)c1ccccc1,-4,-7,17,-44,-0.3,37,-11,7
N#C/C(=C\c1sccc1Oc1ccccc1)C(=O)c1cccs1,-5,-3,18,-3,-0.1,-6,-8,2
CS(=O)(=NS(=O)(=O)c1ccc(Cl)s1)c1ccccc1 (stereo unspecified),-2,-6,4,-13,-0.4,-8,5,6
CC1(CO)CSC(Nc2cccnc2)=N1 (stereo unspecified),-4,0,10,-7,-6.2,-69,0,-1
Cc1cc(NC(=O)Nc2ccc3c(c2)OCCO3)c(C(F)(F)F)o1,-5,-8,-6,6,-0.4,-1,-2,1
C#CCNC(=O)Nc1csc([N+](=O)[O-])c1,-3,0,-4,4,0.0,-33,-3,-1
CSc1nc(N)nc(N2CCOCC2)n1,-4,-1,7,-9,-0.2,-1,-6,0
CCOC(=O)c1ncn(Cc2ccccc2)c1N,-9,0,7,-11,-0.3,-40,-3,0
Cc1ccc2nc(C(F)(F)F)cc(N3CCN(/C=C(/C#N)S(=O)(=O)c4ccccc4)CC3)c2c1,-5,0,-5,-14,-0.2,-35,-27,-3
O=c1oc(/C=C/c2ccccc2)nc2ccccc12,-7,4,-41,5,1.4,-13,-7,1

# Profiles from above. Order of values: rat GALR2 agon	Luminol counter	OPRK1 antag MB	S1P1 ag	NOTCH agonist	Nox1 inh	TLR4-MyD88 inh	PME-1 Maybridge
# `Cc1c(-c2ccnc(-c3ccccc3)n2)sc2nc(C(F)(F)F)nn12` is listed with -7	-4	1	-11	0.0	-12	-2	-1
# `CC1(CO)CSC(Nc2cccnc2)=N1` (stereo unspecified) is listed with -4	0	10	-7	-6.2	-69	0	-1
# `CCOC(CC(C(=O)N(C)C)(c1ccccc1)c1ccccc1)OCC` is listed with -4	2	2	3	-0.6	-38	-3	-1

# (cont.)
SMILES,rat GALR2 agon,Luminol counter,OPRK1 antag MB,S1P1 ag,NOTCH agonist,Nox1 inh,TLR4-MyD88 inh,PME-1 Maybridge
COC(=O)c1c(C)nc(C)c(C(=O)OC)c1-c1csc(S(=O)(=O)Nc2ccc(OC)cc2)c1,-4,3,-21,-12,-0.6,-2,-8,8
CCCC1=NNC(=O)C1Cc1c(F)cccc1Cl (stereo unspecified),-4,-4,8,-4,-0.5,14,7,5
O=S(=O)(c1cccc2cccnc12)N1C=CC(C(F)(F)F)=NCC1,-1,2,12,-21,-0.2,-41,0,-1
COc1ccc(C(=O)Nc2ccccc2Sc2c(Cl)cncc2Cl)cc1,-3,-3,8,-7,-0.4,-27,-9,4
NC(=O)c1nnn(-c2ccc([N+](=O)[O-])cc2)c1-c1ccccc1,4,-1,-18,-14,0.1,-20,2,-1
CS(=O)(=O)Cc1cc(F)cc2c1OCOC2,-7,3,0,2,-0.6,-8,-7,-2
CCOC(=S)NCCc1ccc(Cl)cc1,-7,0,-3,-10,·,-43,11,1
CCOC(=O)c1cc(C)n(-c2ccccc2)c1C,-4,3,22,-17,0.3,-17,-8,-4
O=C(NNc1c(Cl)cncc1Cl)c1ccc(F)cc1F,-3,-1,2,4,-5.5,-7,4,1
Cc1noc(C)c1C(=O)O/N=C(\N)Cn1ccc(C(F)(F)F)n1,-8,1,6,-8,-0.7,-41,6,2
Cc1ccc(-c2cc(Cc3ccc(-c4cccs4)s3)c(=O)[nH]n2)cc1,-5,3,9,-35,0.1,-52,-9,-7
O=C(Oc1ccc(Oc2ccccc2)cc1)N1CCC(OC(=O)n2ccnc2)CC1,-7,0,-3,30,-0.8,-39,-7,0
Cc1c(C)c(C)c(CSC(=N)CC#N)c(C)c1C,-5,-1,-8,0,-0.5,7,1,-5
COc1ccc(C(C)=O)cc1CS(=O)(=O)Cc1cc(C(C)=O)ccc1OC,0,2,6,-7,-0.7,-60,-2,0
Cc1ccc(S(=O)(=O)NNC(=S)NC(C)(C)C)cc1,-7,20,-1,6,-0.1,-24,8,-1
FC(F)(F)c1cc(-c2nnc(N3CCOCC3)o2)cc(C(F)(F)F)c1,-4,0,9,-27,-0.5,-7,-9,-1
CC(=O)Nc1ccc(F)cc1NC=C(C#N)C#N,-4,14,13,1,0.1,-9,2,3
CN1C(=O)c2cccc3cccc(c23)[S+]1c1ccccc1C(=O)O (stereo unspecified),-6,-4,18,-4,-0.7,-13,-12,3
COc1cccc(Cc2nnc(-c3c(-c4ccccc4)noc3C)o2)c1,-4,2,-11,-2,0.1,-55,9,-2
CN(C(=O)CN1CCN(c2ccc([N+](=O)[O-])cn2)CC1)c1ccccc1,-7,3,-36,-4,0.5,8,-3,0
O=C(O)CCC(=O)c1ccc2c(c1)OCCCO2,-10,1,-15,-7,-0.1,-5,6,-1
CN(C)/C=C(\C(=S)c1ccccc1)c1ccccc1,-10,0,15,19,-0.5,-8,-9,2
Cn1ncc2c(NNC(=S)Nc3ccc(F)cc3F)ncnc21,-4,-1,4,-21,-0.1,7,3,-2
CSCCC(CC(=O)O)NC(=O)c1cccs1 (stereo unspecified),-4,5,9,7,0.1,-37,·,-2
O=C(O)COCC(=O)Nc1ccc(OC(F)F)cc1,-6,-5,7,12,-0.4,6,5,4
Cc1cc(C)c(Nc2ncnc(N)n2)c(C)c1,-5,-2,3,-4,-0.3,-38,6,1
CC1CC(C)CN(c2ccc(S(N)(=O)=O)cc2[N+](=O)[O-])C1 (stereo unspecified),1,6,2,4,-0.5,-12,13,-2
N#C/C(=C\Nc1cnccn1)S(=O)(=O)c1ccc(Cl)cc1,-5,1,4,-4,-0.4,-75,-1,5
CC(C)NC(=O)O/N=C(\N)CSc1nccn1C,-7,2,7,-8,-0.7,-16,-3,0
CCCS(=O)(=O)Cc1nnc(-c2cccs2)o1,-5,-6,12,-3,0.0,24,-8,4

# Two entries drawn at random from those above:
SMILES,rat GALR2 agon,Luminol counter,OPRK1 antag MB,S1P1 ag,NOTCH agonist,Nox1 inh,TLR4-MyD88 inh,PME-1 Maybridge
O=C(O)COCC(=O)Nc1ccc(OC(F)F)cc1,-6,-5,7,12,-0.4,6,5,4
COc1cccc(Cc2nnc(-c3c(-c4ccccc4)noc3C)o2)c1,-4,2,-11,-2,0.1,-55,9,-2

# The list continues:
SMILES,rat GALR2 agon,Luminol counter,OPRK1 antag MB,S1P1 ag,NOTCH agonist,Nox1 inh,TLR4-MyD88 inh,PME-1 Maybridge
CC(=O)c1ccc(OCc2ncc(C(F)(F)F)cc2Cl)cc1,-5,-9,19,21,-0.4,8,-2,4
CCCN=C(C1=C(O)C(=O)N(c2ccccc2)C1=O)c1ccccc1,-10,-1,-4,-2,-0.8,-5,-3,-1
CN(C)c1ccc(C(=O)Nc2ccc(CN3CCS(=O)(=O)CC3)cc2)cc1,-4,-2,11,1,-3.7,-22,-2,-3
O=C(c1cc(Br)cc2c1OCC2)N1CCOCC1,-8,-5,-2,-18,·,-55,-6,1
N#C/C(=C\Nc1cnccn1)C(=O)c1cccs1,-7,5,0,-8,-0.8,29,-4,3
O=C(Nc1c(F)cc(F)cc1Br)c1ccc(Cl)c(Cl)c1,-5,0,8,-7,-0.1,-36,11,-1
O=C1CC2Sc3ccccc3N=C2N1Cc1ccccn1 (stereo unspecified),-8,-7,-9,9,-0.6,-6,6,4
CC(C)=C/C(C)=N/Nc1c([N+](=O)[O-])cc(C(F)(F)F)cc1[N+](=O)[O-],-1,6,2,28,-0.3,-57,·,2
O=C(O)CNC(=O)c1cccc([N+](=O)[O-])c1,-8,3,1,-2,-0.3,-29,-6,-2
Cc1cnc(NS(=O)(=O)c2ccc(Cl)cc2)c(Br)c1,-7,-5,7,-10,-0.8,-10,0,4
CCOC(=O)c1ccc(NC(=S)N(CCC#N)C2CCCCC2)cc1,-6,4,-5,23,-0.6,-25,-5,-4
C/C(=N\NC1=NCCN1Cc1ccccc1)c1ccc(Cl)cc1,-6,1,8,5,-0.6,-8,2,3
N#C/C(N)=C(\C#N)N=Cc1ccc(C(F)(F)F)cc1,-2,4,-10,-6,-0.2,-44,1,-2

# Random draw from the library. About 4.4% of those tested had a hit in this group.
